NOD1 inhibition – NOD1 signaling inhibitors, primary screen, cell-based, luminescence, uHTS (AID 1578). actives 1% (n = 290,000). NOD1-driven NF-kB luciferase reporter cells, luminescence; higher % means a stronger effect. inhibition, % at 4 µM; hits with a dose series show EC50 in µM; in the data active = inhibition mostly above about 36%, no sharp cut-off; inactive = mostly below about 34%;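 also: HEK-293T reporter cells stimulated with the NOD1 agonist gamma-tri-DAP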
GPR55 antagonists – inhibition of LPI-stimulated GPR55 beta-arrestin translocation – imaging, U2OS, beta-arrestin-GFP, LPI agonist, primary screen (AID 2013); U2OS GPR55 beta-arrestin-GFP translocation imaging, LPI antagonism; higher % means a stronger effect; inhibition, % at 10 µM, or IC50 in µM where a hit was titrated; actives 0.13% (n = 290,000);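 active = spots per cell inhibited over 60%, with over 100 cells counted and total cytoplasm intensity under 500,000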;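 also: U2OS cells stably carrying GPR55 and arrestin-GFP stimulated by 5 µM LPI near EC80; imaged beta-arrestin-GFP aggregate spots per cell after agonist stimulation; plate controls were LPI-stimulated DMSO wells for no effect and DMSO wells without LPI for full effect; some results filed as inactive read as strong as hits; confirmed hits need IC50 under 10 µM and bright autofluorescent wells are also inconclusive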
HIV fusion peptide – inhibitors of HIV fusion peptide binding, primary screen, biochemical, uHTS, fluorescence dequenching (AID 1986); cell-free peptide binding, fluorescence dequenching, 30 min; higher % means a stronger effect; inhibition, % at 20 µM, or IC50 in µM where a hit was titrated; actives 0.3% (n = 290,000); in the data active = inhibition mostly above about 52%, no sharp cut-off; inactive = mostly below about 76%; also: some results filed as inactive read as strong as hits
KOR beta-arrestin-1 – kappa opioid receptor activators – cell-based, luminescence, uHTS, primary screen (AID 1777). KOR beta-arrestin recruitment, luminescence; higher % means a stronger effect. one-dose activation, % at 10 µM; EC50 in µM for titrated hits. actives 0.02% (n = 280,000); in the data active = activation above about 50%, passing the limit was not always enough; also: a part of the inactive calls stands beside numbers as strong as those of hits
NOD2 inhibition – inhibition of NOD2-driven NF-kB reporter – cell-based, luminescence, uHTS, HEK293 (AID 1566) | HEK293 NOD2/NF-kB luciferase reporter, luminescence; higher % means a stronger effect | inhibition, % at 4 µM; hits with a dose series show EC50 in µM | actives 0.63% (n = 290,000); also: many of its hits are not listed in these tables
Rac1 GTP hydrolysis – MgcRacGAP GTPase-activating activity inhibitors, confirmation, biochemical, ADP Hunter fluorescence; MgcRacGAP-stimulated Rac1 GTP hydrolysis, ADP Hunter fluorescence; higher % means a stronger effect; GST-tagged Rac1 F28L mutant substrate; inhibition, % at 30 µM, or IC50 in µM where a hit was titrated; actives 0.6% (n = 340,000); AID 624330;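 active = first-screen hits whose inhibition reached a set limit at any dose in the follow-up dose series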;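 also: fluorescence reports GDP produced by GAP-driven GTP hydrolysis; strong numbers were not always called active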
KOR beta-arrestin-2 – kappa opioid receptor blockers – cell-based, luminescence, uHTS (AID 1778); KOR beta-arrestin recruitment, luminescence, antagonist mode; higher % means a stronger effect; inhibition, % at 10 µM; hits with a dose series show IC50 in µM; actives 0.091% (n = 290,000); also: strong numbers were not always called active
SV40 large T antigen – SV40 large T antigen inhibitors, biochemical (AID 1903); actives 0.39% (n = 310,000); SV40 large T antigen ATPase/helicase inhibition assay; higher % means a stronger effect; inhibition, % at 20 µM, or IC50 in µM where a hit was titrated; in the data active = a potency from the dose series; also: strong numbers were not always called active
GPR55 activation – selective activators of receptor GPR55 – imaging, U2OS cells, beta-arrestin-GFP redistribution, primary screen (AID 1961). activation, % at 10 µM; hits with a dose series show EC50 in µM. actives 0.048% (n = 290,000). U2OS GPR55 beta-arrestin-GFP redistribution imaging; higher % means a stronger effect;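 active = activation above 40% with more than 50 cells counted in the well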;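 also: U2OS osteosarcoma cells stably expressing GPR55 and beta-arrestin-GFP; plate controls were DMSO negative control for no effect and LPI positive control for full effect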
An asterisk follows results filed as active; nt = not tested or not shown; & = joins results of further samples; [ ] = remark or other dose. Rule as the data show it, unless noted: active = inhibition above about 50%; inactive = the rest. A portion of the library; the hit share may differ from the screen's.

Sequence of screens: NOD1 inhibition	GPR55 antagonists	HIV fusion peptide	KOR beta-arrestin-1	NOD2 inhibition	Rac1 GTP hydrolysis	KOR beta-arrestin-2	SV40 large T antigen	GPR55 activation
1. CC1(C)CC(c2nc(-c3ccccc3)cs2)CCS1 (configuration not stated)
    -15%	-10%	-1.1%	2.4%	0%	5%	11%	-4%	-0.3%
2. CCCCNS(=O)(=O)c1ccc2nc(-c3cccnc3)cc(C(=O)NC3CC3)c2c1
    -42%	0%	9.2%	3.3%	0%	1%	16%	7%	-0.2%
3. CCN(CC)CCNC(=O)c1ccc(Cl)c(S(=O)(=O)Nc2ccc(Cl)cc2)c1
    -15%	29%	-1.1%	3.1%	-7%	4%&8%	1%	3%	0.0%
4. COC(=O)c1ccc(NC(=S)NCCc2ccc(OC)cc2)cc1
    0%	0%	-1.6%	-0.2%	18%	0%	-65%[20 µM]	2%	-0.1%
5. O=C(COc1ccc(Cl)cc1)Nc1ccc(Cc2ccncc2)cc1
    45%	-10%	-1.8%	0.2%	16%	9%	9%	-9%	0.4%
6. Cc1nn(Cc2noc(C(=O)NCc3ccc(F)cc3)n2)c(C)c1Br
    -38%	6%	-1.6%	0.6%	4%	3%	10%	1%	-0.5%
7. O=C(O)CCN1C(=O)CC(N2C(=O)/C(=C/c3ccc(Cl)cc3)SC2=S)C1=O (configuration not stated)
    -21%	12%	15%	-2.5%	-1%	21%	-20%	26%	-0.2%
8. COc1cc(N2C(=O)c3ccccc3C2=O)c(Cl)cc1C(=O)OCC(=O)N(C)C
    6%	-2%	0.5%	-3.5%	3%	7%	-1%	7%	0.0%
9. COc1ccc(C)cc1NC(=O)COCC(=O)O
    -19%	-6%	1.9%	0.4%	-1%	8%	34%	-3%	-0.2%
10. CC(CC(=O)Nc1ccc(S(=O)(=O)N2CCOCC2)cc1)c1ccccc1 (configuration not stated)
    5%	4%	2.8%	0.4%	4%	4%	20%	10%	0.5%
11. CCCCn1c(CNC(=O)C(C)(C)C)nc2ccccc21
    -21%	-8%	0.8%	8.3%	4%	3%	29%	6%	0.0%
12. Cc1cccc(C)c1NC(=O)CNC(=O)C(NC(=O)c1ccc(C(C)(C)C)cc1)C(C)C (configuration not stated)
    -21%	7%	0.4%	-2.1%	3%	12%	19%	5%	-0.2%
13. COc1cccc(C(C(=O)NC2CCCCC2)N(CC2CCCO2)C(=O)CNC(=O)c2ccco2)c1 (configuration not stated)
    -40%	4%	2.2%	2.8%	-6%	2%	-20%	6%	-0.4%
14. CCc1nnc(NC(=O)CS(=O)(=O)c2ccccc2)s1
    6%	8%	-2.1%	-0.7%	-8%	2%	4%	-6%	0.2%
15. CC(c1ccccc1)C1CC(=O)N(C2CCCCC2)C1=O (configuration not stated)
    -14%	-6%	2.6%	-0.2%	3%	7%	0%	2%	0.7%
16. Cc1onc(-c2ccccc2)c1C(=O)N1CCN(CCc2ccccc2)CC1
    -7%	6%	0.7%	-4.3%	7%	-2%	9%	2%	0.0%
17. COc1cc(C(=O)Nc2nc(-c3cccs3)cs2)cc(OC)c1OC
    69%	1%	-0.1%	2.5%	-6%	18%	29%	10%	0.0%
18. CC1CN(CCCOc2ccccc2[N+](=O)[O-])CC(C)O1 (configuration not stated)
    11%	0%	0.0%	5.7%	14%	18%	12%	12%	0.0%
19. CCOC(=O)c1c(NS(=O)(=O)Cc2ccccc2)sc2c1CCCC2
    2%	-11%	-1.1%	1.6%	0%	1%	-58%	13%	-0.2%
20. Cc1nnc(NC(=O)CSc2nnc(CNC(=O)c3ccccc3)o2)s1
    -39%	12%	0.3%	0.9%	-8%	4%	-3%	9%	-0.1%
21. Cc1ccccc1C(=O)c1c[nH]c(C(=O)N=CN(C)C)c1
    -25%	6%	5.3%	-5.9%	27%	1%	-1%[20 µM]	-1%	-0.1%
22. O=C(CN(C(=O)CCC(=O)Nc1ccccn1)c1ccc2c(c1)OCO2)NCc1ccc(F)cc1
    -39%	-8%	-0.7%	-1.3%	-5%	7%	-18%	7%	-0.1%
23. CC(C)(CO)Nc1ncnc2onc(-c3ccc(F)cc3)c12
    8%	7%	-0.6%	-3.5%	21%	2%	-2%	14%	-0.3%
24. COc1ccc(NC(=O)CS(=O)CC(=O)Nc2ccc(F)cc2F)cc1 (configuration not stated)
    -20%	-3%	-0.2%	-1.7%	9%	6%	-7%	8%	0.2%
25. Cc1ccc(S(=O)(=O)Nc2ccc(NC(=O)/C=C/C(=O)O)cc2)cc1
    -12%	1%	-2.4%	-4.4%	15%	15%	10%[20 µM]	12%	0.2%
26. CCCNC(=O)CCc1c(C)nc2nc(C)nn2c1C
    -26%	-1%	0.3%	-3.6%	13%	8%	11%	19%	0.4%
27. CCN(CC)CCNCC(=O)N1c2ccccc2CCc2ccc(NC(=O)OC)cc21
    4%	19%	1.9%	1.2%	-6%	5%	-12%[20 µM]	10%	0.2%
28. Cc1cc(N(C(=O)c2ccco2)C(C(=O)NC2CCCCC2)c2ccccc2)ccc1-n1cnnn1 (configuration not stated)
    -16%	-1%	-1.9%	4.8%	3%	2%	-12%	13%	-0.4%
29. CCn1c(-c2cccs2)nc2ccccc21
    -24%	-6%	0.7%	7.4%	7%	14%	20%	18%	-0.4%
30. COCCN(C(=O)CCC(=O)Nc1nccs1)C(C(=O)NCCC(C)C)c1ccc(OC)cc1 (configuration not stated)
    9%	6%	-1.0%	-1.7%	3%	8%	-16%	-6%	0.2%
31. COc1cc(/C=C(\C#N)C(=O)Nc2cccc3ncccc23)cc(OC)c1OC
    -9%	8%	4.7%	1.8%	9%	25%	-22%	-3%	0.4%
32. CC(C)(C)c1ccccc1OCCCCCNCCO
    -16%	-6%	-1.7%	2.7%	0%	20%	-51%	3%	-0.2%
33. CCOC(=O)c1[nH]c(C)c(CC(C)C)c1C
    -50%	-12%	-0.4%	-4.2%	5%	7%	-32%	8%	0.6%
34. COc1ccc(-n2nc3cc(C)c(N)c(Br)c3n2)cc1
    -28%	-7%	8.4%	11%	-97%	11%	-13%	34%	-0.1%
35. CC(=O)N(C(C)=O)c1ncnc2c1c(-c1ccc(Cl)cc1)nn2C(C)(C)C
    71%*	2%	2.6%	-1.4%	-77%	10%	-30%[20 µM]	10%	-0.1%
36. CC[C@H](C)[C@H](NC(=O)c1ccccc1)C(=O)NC(CC(=O)O)c1ccc(F)cc1 (some centres not stated)
    -12%	0%	2.0%	-5.3%	-5%	4%	8%	7%	-0.2%
37. COCCNC(=O)Cc1c(C)c2c(cc(C)c3c(C(C)(C)C)coc32)oc1=O
    3%	-9%	1.2%	-1.8%	-18%	nt	-36%	7%	-0.1%
38. CCOc1ccc(C2C(C#N)=C(N)N(N(C)C)C3=C2C(=O)CCC3)cc1 (configuration not stated)
    -2%	1%	-0.6%	-5.9%	5%	4%	40%	10%	0.0%
39. COC(=O)c1ccc(C)c(NC(=O)CCc2ccc(OC)c(OC)c2)c1
    -3%	0%	1.4%	0.0%	23%	7%	10%	3%	0.1%
40. COc1cc(/C=N/NC(=O)c2ccncc2)ccc1OC(=O)c1ccco1
    29%	-1%	0.6%	4.1%	23%	4%	8%	14%	-0.2%
41. NC(=O)c1nnsc1Sc1c(C(N)=O)nnn1-c1cccc(N)c1
    23%	11%	-1.7%	-2.4%	4%	5%	19%	8%	0.6%
42. Cc1ccc(C)c(NC(=O)c2sc(Cl)nc2C)c1
    -14%	10%	0.6%	24%	-1%	5%	-45%	8%	0.9%
43. Cc1cccc(CNC(=O)c2ccc3c(c2)N(C)CCS3)c1
    17%	-8%	0.4%	0.0%	12%	12%	-10%[20 µM]	20%	-0.1%
44. COc1cc(C(=O)NC(C)c2cccc3ccccc23)cc(OC)c1OC (configuration not stated)
    -9%	0%	-0.3%	2.3%	11%	14%	0%	2%	-0.1%
45. Cc1ccccc1NC(=O)CCS(=O)(=O)c1cccc2nonc12
    -3%	3%	-2.4%	0.2%	-5%	-1%	-12%	3%	0.4%
46. Cc1ccc(NC(=O)C(C)c2ccc([N+](=O)[O-])cc2)cc1Cl (configuration not stated)
    0%	9%	3.2%	2.7%	-15%	12%	14%	15%	0.2%
47. CCN(CC)CCNC(=O)c1cc(-c2cccnc2)nc2ccc(S(=O)(=O)N3CCC(C)CC3)cc12
    -31%	25%	-0.8%	4.6%	3%	7%	-51%	2%	0.0%
48. O=C(CSC1=NCCS1)Nc1ccc(F)cc1
    -32%	0%	0.9%	-1.5%	0%	nt	2%	1%	-0.1%
49. CC1CCN(CCCNC(=O)c2cn(C)c3ccc(S(=O)(=O)N4CCCC4)cc3c2=O)CC1
    27%	0%	-1.1%	1.7%	15%	9%	-14%	13%	0.1%
50. CCNc1ccccc1C(=O)O
    5%	-5%	-1.1%	-1.3%	12%	1%	33%	6%	-0.6%
51. CCN(CC)C(=O)c1sc(NC(=O)c2cccs2)c(C#N)c1C
    -18%	18%	2.2%	nt	-54%	9%	3%[20 µM]	8%	0.0%
52. COc1ccc(-c2cc(C(=O)Nc3cc(OC)cc(C(=O)Nc4cccc(C(F)(F)F)c4)c3)[nH]n2)cc1
    2%	25%	12%	1.8%	-7%	17%&6%	-7%	18%	-0.1%
53. COc1ccc(/C=C(/NC(=O)c2ccccc2)C(=O)N2CCCCC2)cc1
    -16%	-2%	-0.5%	15%	1%	-8%	-42%	3%	0.0%
54. Cc1ccc(NC(=O)CCNS(=O)(=O)c2cccs2)cc1F
    -44%	1%	0.8%	-4.6%	-30%	7%	-10%	4%	-0.2%
55. O=Cc1ccc(-c2ccc(F)cc2)o1
    -40%	3%	0.0%	2.1%	-4%	8%	-60%	11%	0.0%

Full records from above. Order of values: NOD1 inhibition, GPR55 antagonists, HIV fusion peptide, KOR beta-arrestin-1, NOD2 inhibition, Rac1 GTP hydrolysis, KOR beta-arrestin-2, SV40 large T antigen, GPR55 activation
Entry for CCN(CC)C(=O)c1sc(NC(=O)c2cccs2)c(C#N)c1C = -18%, 18%, 2.2%, nt, -54%, 9%, 3%[20 µM], 8%, 0.0%
Entry for Cc1cccc(CNC(=O)c2ccc3c(c2)N(C)CCS3)c1 = 17%, -8%, 0.4%, 0.0%, 12%, 12%, -10%[20 µM], 20%, -0.1%
Entry for CCNc1ccccc1C(=O)O = 5%, -5%, -1.1%, -1.3%, 12%, 1%, 33%, 6%, -0.6%

Source: PubChem (several laboratories)
